ABCB6 inh MLPCN: ABCB6 transporter inhibitors, primary screen, K562-ABCB6 cells, flow cytometry, MLPCN library | fluorescence ratio to DMSO, % at 10 µM | 0.19% of 360,000 active | K562-ABCB6 porphyrin accumulation, 1 h; active compounds read low;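 active means fluorescence ratio to DMSO below 75%, the collection mean minus 3 SD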;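 further: signal is porphyrin accumulated inside mitochondria; 100% equals median channel fluorescence of DMSO control wells; lower ratio means ABCB6 inhibition with less porphyrin fluorescence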
Target sequence (Q9NP58 whole entry, looked up): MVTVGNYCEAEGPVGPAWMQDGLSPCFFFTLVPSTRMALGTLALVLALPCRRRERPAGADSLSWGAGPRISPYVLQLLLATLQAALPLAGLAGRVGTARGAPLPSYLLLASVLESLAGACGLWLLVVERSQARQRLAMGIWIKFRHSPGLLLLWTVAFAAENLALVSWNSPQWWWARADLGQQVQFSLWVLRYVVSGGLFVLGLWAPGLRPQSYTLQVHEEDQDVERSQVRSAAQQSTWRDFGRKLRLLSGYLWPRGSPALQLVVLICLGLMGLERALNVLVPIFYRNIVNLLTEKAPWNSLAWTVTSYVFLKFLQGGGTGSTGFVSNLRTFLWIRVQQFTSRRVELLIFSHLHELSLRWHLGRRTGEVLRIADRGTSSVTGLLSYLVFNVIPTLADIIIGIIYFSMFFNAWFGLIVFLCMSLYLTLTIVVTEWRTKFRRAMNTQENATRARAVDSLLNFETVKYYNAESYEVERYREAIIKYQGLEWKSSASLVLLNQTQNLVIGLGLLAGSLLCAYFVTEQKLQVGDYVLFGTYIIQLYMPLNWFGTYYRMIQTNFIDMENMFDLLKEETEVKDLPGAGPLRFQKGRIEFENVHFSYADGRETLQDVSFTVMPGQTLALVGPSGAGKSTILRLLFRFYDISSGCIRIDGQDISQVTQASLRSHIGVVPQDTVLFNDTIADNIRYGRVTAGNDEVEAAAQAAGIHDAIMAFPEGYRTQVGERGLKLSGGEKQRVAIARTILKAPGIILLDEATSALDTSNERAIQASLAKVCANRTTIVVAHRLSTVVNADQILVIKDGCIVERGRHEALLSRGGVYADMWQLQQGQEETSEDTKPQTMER
MC4R antag cAMP: MC4R antagonists of cAMP signaling, primary screen, cell-based, TR-FRET, antagonist arm of biased-ligand search; Melanocortin receptor 4 (Homo sapiens), P32245; MC4R-expressing cells, MTII-stimulated cAMP, LANCE TR-FRET; inhibition, % at 6.5 µM; 0.48% of 360,000 active;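 active means inhibition above its plate's cutoff, the mean of tested wells on that plate plus 3 SD, cut at about 29% in these data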;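 further: 0% = Melanotan II alone and 100% = Melanotan II plus saturating MCL0020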
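Material – human MC4R-expressing U2OS cells · Repeats – no replicates · Detection – TR-FRET with Eu-cAMP and labeled anti-cAMP, 671 nm · Times – compound 30 min, challenge 1 h, detection 1 h · Compound – single nominal compound dose of 6.5 µM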
aDG glyco act: activators of alpha-DG glycosylation, primary screen, uHTS, Pro5-aDG cells, AlphaScreen | alpha-DG glycosylation AlphaScreen (IIH6); 0% Pro5, 100% B10-LARGE cell signal | activation, % at 10 µM | 0.22% of 360,000 active | AID 624168, 2012;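 active means activation of at least 8% versus controls, or a plate z-score of at least 8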;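 further: Pro5 are CHO cells carrying HIG-tagged alpha-DG that lacks glycosylation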
TLR9-MyD88 block: inhibitors of TLR9-MyD88 association in cells, primary screen, cell-based, CHO, BLA complementation, fluorescence; Toll-like receptor 9 (Homo sapiens) + Myeloid differentiation primary response protein …; CCF4 FRET ratio; inhibition, % at 4.98 µM; 0.21% of 340,000 active; AID 504734, 2011;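 active means inhibition above the mean over all tested compounds plus 3 SD, cut at about 21% in these data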;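 further: 0% = DMSO only wells and 100% = clavulanate BLA inhibitor control wells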
Vif inh: HIV Vif self-association inhibitors, primary screen, imaging, HEK293T, single point | HEK293T cells, Vif self-association by quenched fluorescence, 24 h | inhibition, % at 7.49 µM | 0.35% of 340,000 active; in the data active means inhibition above about 50%, passing the limit was not always enough; further: some results filed as inactive read as strong as hits
Glyco luc inh: increase of ERlucT glycosylation luciferase signal, primary screen, N-linked glycosylation inhibitor project, D54 ERlucT cells, luminescence, set 2; D54 ERlucT glycosylation luciferase reporter, 24 h; percent of 100 nM tunicamycin response; reporter increase, % at 12.5 µM; 0.23% of 360,000 active; AID 588692, 2011;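 active means mean luciferase reporter signal, scaled so untreated is 0 and the glycosylation-blocking control 100, at or above a set limit in every replicate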;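 further: luciferase carries N-glycosylation sites so blocking glycosylation raises the light; 0% = median of neutral control wells and 100% = median of 100 nM tunicamycin wells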
Exocytosis inh: LAMP-1 surface exposure blockers, TALL-104 cells – cell-based, flow cytometry, MLPCN library, primary screen; TALL-104 LAMP-1 surface exposure; cells stimulated with thapsigargin and PMA; inhibition, % at 10 µM; 0.66% of 360,000 active; AID 651702, 2012;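 active means inhibition above about 55%, limit read from the data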
NOD2 RIPK2 PPI: NOD2-RIPK2 binding disruptors in cells, primary screen, fluorescence, CHO cells, BLA complementation; Receptor-interacting serine/threonine-protein kinase 2 (Homo sapiens), O43353; 0.38% of 360,000 active; inhibition, % at 4.98 µM; CCF4 ratio; AID 624267, 2012; in the data active means inhibition above about 21%;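 further: 0% = vehicle only and 100% = reference blocker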
ABHD5-PLIN5 inh: ABHD5-PLIN5 interaction inhibitors, primary screen, cell lysate, split luciferase complementation, luminescence; 0.78% of 360,000 active; Split G. princeps luciferase complementation, 4 h; inhibition, % at 4 µM;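 active means inhibition above the mean inhibition across every tested compound plus 3 SD, cut at about 22% in these data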;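 further: 0% = DMSO only wells and the 100% control is not disclosed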
MC4R ag barr: MC4R agonists recruiting beta-arrestin, primary screen, cell-based, luminescence, agonist arm of biased-ligand search. Melanocortin receptor 4 (Homo sapiens), P32245. U2OS MC4R beta-arrestin complementation; percent of melanotan II response, DMSO zero. activation, % at 8.9 µM. 0.98% of 360,000 active. AID 540308, 2011;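 active means activation above a per-plate cutoff, the mean activation of sample wells on that plate plus 3 SD, cut at about 8% in these data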
Active calls of the source: *; · = no result given. Only part of the results is shown, so the mix of outcomes need not match the whole.

#1 COc1cc(NC(=O)c2ccc([N+](=O)[O-])o2)ccc1NC(=O)c1cccs1
#2 Cc1ccccc1C(=O)NC1CC2CCC(C1)N2Cc1ccccc1 (configuration not stated)
#3 O=C(O)c1cc(=O)cc(C(=O)O)[nH]1
#4 COc1cc(-c2noc(C)c2C(=O)NCCc2c[nH]c3ccccc23)cc(OC)c1OC
#5 Cc1ccc(C(=O)NCCN2C3=NC[C@@H](Cc4ccccc4)N3C[C@H]2Cc2ccc(O)cc2)cc1Br
#6 CCOC(=O)c1sc(NC(=O)Cn2nnc3sc4c(c3c2=O)CCC(C(C)(C)C)C4)nc1C (configuration not stated)
#7 Cc1cccc(-n2nnnc2SCC(=O)Nc2cccc(S(N)(=O)=O)c2)c1
#8 O=C(Nc1ccc(N2CCOCC2)cc1)c1csc(COCCO)n1

assay / compound	1	2	3	4	5	6	7	8
ABCB6 inh MLPCN	104	99	96	88	95	100	91	104
MC4R antag cAMP	8	-4	2	2	8	5	10	-2
aDG glyco act	0.9	1.5	0.0	-0.1	-0.2	-0.2	0.0	-0.1
TLR9-MyD88 block	1	6	-4	0	4	-2	6	·
Vif inh	-3	-2	-6	6	0	-3	-9	-3
Glyco luc inh	14	-1	4	4	-4	2	1	0
Exocytosis inh	6	0	-2	-2	7	-1	-7	2
NOD2 RIPK2 PPI	3	1	-4	5	-6	-5	2	-2
ABHD5-PLIN5 inh	-1	0	-1	7	16	0	-5	1
MC4R ag barr	-3.2	-1.7	-0.3	-1.4	3.1	1.9	-1.2	-1.1

From no. 7 as far as 8, copied from above:
#7 Cc1cccc(-n2nnnc2SCC(=O)Nc2cccc(S(N)(=O)=O)c2)c1
#8 O=C(Nc1ccc(N2CCOCC2)cc1)c1csc(COCCO)n1

assay / compound	7	8
ABCB6 inh MLPCN	91	104
MC4R antag cAMP	10	-2
aDG glyco act	0.0	-0.1
TLR9-MyD88 block	6	·
Vif inh	-9	-3
Glyco luc inh	1	0
Exocytosis inh	-7	2
NOD2 RIPK2 PPI	2	-2
ABHD5-PLIN5 inh	-5	1
MC4R ag barr	-1.2	-1.1

New compounds follow.
#9 COc1cc2oc3ccccc3c2cc1N(CC(=O)N(C)C)S(=O)(=O)c1ccccc1
#10 CCOc1ccc(NC(=O)CN(C)C(=O)CCC2CCCCC2)cc1OCC
#11 O=C(NCc1cccnc1)c1cc(C2CCCCN2C(=O)CCCc2ccccc2)on1 (configuration not stated)
#12 CSCC[C@@H](C(=O)O)N1Cc2ccccc2C1=O
#13 Cc1occc1-c1nnc(SCC(=O)Nc2ccccc2)n1Cc1ccccc1
#14 O=C(/C=C/C(=O)N1CCc2ccccc2C1)N1CCc2ccccc2C1
#15 Cc1cc(C(=O)NCC(=O)OCC(=O)N(C2CCCCC2)C2CCCCC2)ccc1[N+](=O)[O-]
#16 COc1ccc(/C=N/NC(=O)c2cc(-c3ccc(C)cc3C)nc3ccccc23)cc1COC(C)=O

assay / compound	9	10	11	12	13	14	15	16
ABCB6 inh MLPCN	94	88	100	103	96	98	97	91
MC4R antag cAMP	0	-4	3	14	1	-1	5	12
aDG glyco act	-0.1	0.6	0.1	0.0	0.4	0.2	0.0	0.0
TLR9-MyD88 block	-5	-3	·	-3	3	0	4	1
Vif inh	12	-2	3	-3	-2	-2	8	8
Glyco luc inh	0	1	0	3	-1	0	-1	3
Exocytosis inh	6	-1	-3	8	-2	16	-2	4
NOD2 RIPK2 PPI	0	-6	1	-9	6	-4	2	7
ABHD5-PLIN5 inh	-1	0	1	6	-6	5	-8	0
MC4R ag barr	-3.1	-2.1	-1.6	-0.8	0.4	-0.9	0.0	1.9

#17 COc1ccccc1N(Cc1ccccc1)S(=O)(=O)c1cc(C(=O)O)ccc1Cl
#18 Cc1cc2c(cc1C)-c1c(ssc1=Nc1ccc(S(N)(=O)=O)cc1)C(C)(C)N2
#19 COc1ccc(OC(=O)c2c(C)nn(-c3ccccc3)c2C)cc1
#20 COc1cccc(C2c3[nH]c4ccccc4c3CCN2Cc2ncc[nH]2)c1 (configuration not stated)
#21 Cc1nn(C)cc1/C=C1\SC(=S)NC1=O
#22 CC(C)(O)c1cn(-c2nonc2N)nn1
#23 COC(=O)c1sccc1NC(=O)c1ccc2c(c1)OCO2
#24 CCc1ccc(-n2c(SCC(=O)Nc3cccc(S(=O)(=O)NC4=NCCCCC4)c3)nc3ccccc3c2=O)cc1

assay / compound	17	18	19	20	21	22	23	24
ABCB6 inh MLPCN	97	89	99	96	99	97	95	103
MC4R antag cAMP	16	16	5	3	-1	9	9	3
aDG glyco act	-0.1	0.4	0.0	-0.4	0.0	-0.3	0.1	-0.2
TLR9-MyD88 block	-2	11	0	-4	-2	6	2	4
Vif inh	4	7	5	1	5	-4	-1	-4
Glyco luc inh	0	-7	-2	2	1	1	-1	-8
Exocytosis inh	2	67*	0	1	2	2	3	0
NOD2 RIPK2 PPI	-3	7	-6	-5	-4	10	-1	-6
ABHD5-PLIN5 inh	-1	-1	-6	5	2	6	13	5
MC4R ag barr	-1.5	-1.9	-0.1	-2.0	2.2	-1.4	15*	1.9

In the list so far, these have a halogen.
#5 Cc1ccc(C(=O)NCCN2C3=NC[C@@H](Cc4ccccc4)N3C[C@H]2Cc2ccc(O)cc2)cc1Br
#17 COc1ccccc1N(Cc1ccccc1)S(=O)(=O)c1cc(C(=O)O)ccc1Cl

assay / compound	5	17
ABCB6 inh MLPCN	95	97
MC4R antag cAMP	8	16
aDG glyco act	-0.2	-0.1
TLR9-MyD88 block	4	-2
Vif inh	0	4
Glyco luc inh	-4	0
Exocytosis inh	7	2
NOD2 RIPK2 PPI	-6	-3
ABHD5-PLIN5 inh	16	-1
MC4R ag barr	3.1	-1.5

New compounds follow
#25 COc1cccc(NC(=O)Cc2nnc(SCC(=O)c3ccccc3)n2C)c1
#26 COc1ccc(CN(C(=O)/C=C/c2ccco2)C2CCS(=O)(=O)C2)cc1OC (configuration not stated)
#27 Cc1ccc(CSC2=NCCN2S(=O)(=O)c2ccccc2)cc1
#28 COc1cccc(-c2ccccc2C2=CC(=O)CC(C)(C)C2=O)c1
#29 O=C(O)C1CC=CCC1C(=O)Nc1ccc2c(c1)CCC2 (configuration not stated)
#30 CCCCCCc1cc2cc(C(=O)NC)c(=N)oc2cc1O
#31 Cc1nc(CS(=O)c2ccc(Cl)cc2)cc(NCc2ccc(Cl)cc2Cl)n1 (configuration not stated)
#32 CCC1=NN(C(=O)CCc2ccccc2O)C(O)(C(F)(F)F)C1 (configuration not stated)

assay / compound	25	26	27	28	29	30	31	32
ABCB6 inh MLPCN	94	95	103	98	102	116	96	97
MC4R antag cAMP	6	2	20	-1	-2	12	5	-9
aDG glyco act	0.0	0.0	0.6	0.1	-0.5	0.6	0.5	-0.2
TLR9-MyD88 block	0	3	-4	0	-15	-4	-5	-3
Vif inh	1	19	-3	·	-3	27	·	2
Glyco luc inh	2	0	1	3	0	0	-3	-2
Exocytosis inh	2	1	1	1	3	3	-2	0
NOD2 RIPK2 PPI	-12	-6	6	5	1	-12	15	-5
ABHD5-PLIN5 inh	9	14	2	-4	-2	3	5	2
MC4R ag barr	0.4	-1.6	-2.4	-1.5	-2.4	0.4	0.7	-2.8

#33 COC(=O)c1ccc(NC(=O)c2ccc(NC(=O)c3ccco3)cc2)cc1
#34 CCc1nc(N2CCCCC2C)c2oc3ccccc3c2n1 (configuration not stated)
#35 CCOc1ccc(/C=C2/SC(=O)NC2=S)cc1
#36 CCOC(=O)c1ccc(N2C(=O)[C@@H](c3ccccc3)[C@H]2c2ccccc2)cc1
#37 CCNc1nc(OC)nc(N2CCC(Cc3ccccc3)CC2)n1
#38 COC(=O)c1ccccc1NC(=O)N[C@@H](C)C(=O)OC
#39 CC(C)c1ccc(NC2CCCN(C(=O)CC3CCCC3)C2)cc1 (configuration not stated)
#40 CCc1cc(C(=O)c2ccc(C)cc2)c(NC(=O)CCl)s1

assay / compound	33	34	35	36	37	38	39	40
ABCB6 inh MLPCN	96	102	98	96	100	99	96	92
MC4R antag cAMP	4	-11	7	8	-6	2	6	22
aDG glyco act	0.3	0.0	0.8	0.1	0.0	-0.2	2.0	10*
TLR9-MyD88 block	-1	5	7	-8	6	-9	-4	5
Vif inh	5	-4	-9	-15	0	1	8	-1
Glyco luc inh	-9	20	2	1	-3	3	0	0
Exocytosis inh	-1	6	-8	11	-2	0	13	10
NOD2 RIPK2 PPI	-2	-3	-6	3	-7	-11	7	2
ABHD5-PLIN5 inh	6	-5	1	-16	3	2	-3	0
MC4R ag barr	-2.9	0.9	-3.3	2.0	4.1	1.1	3.8	-1.0

#41 COc1ccccc1C(=O)NCCC(=O)N1CCN(c2ccccc2Cl)CC1
#42 CCN(CC)S(=O)(=O)c1ccc(C(=O)/C=C/c2ccc(-c3ccc([N+](=O)[O-])cc3)o2)cc1
#43 CC1CCCCN1C(=O)COC(=O)c1cc([N+](=O)[O-])ccc1N1CCOCC1 (configuration not stated)
#44 CN(C)CC1C2CCC(C2)C1O (configuration not stated)
#45 CCN(C(=O)c1ccc(S(=O)(=O)N(C)C)cc1)C(C)C(=O)Nc1ccc(C)cc1 (configuration not stated)
#46 O=C(NNC(=O)c1ccccc1OCc1ccccc1)c1ccccc1O

assay / compound	41	42	43	44	45	46
ABCB6 inh MLPCN	97	112	101	130	103	93
MC4R antag cAMP	-5	12	-3	-6	21	15
aDG glyco act	1.0	0.3	0.6	-0.3	0.3	0.9
TLR9-MyD88 block	-1	-2	0	-14	-7	-5
Vif inh	-3	-1	·	-1	-9	-15
Glyco luc inh	-1	8	0	2	0	-6
Exocytosis inh	0	6	2	-2	8	-5
NOD2 RIPK2 PPI	-2	4	-11	-3	0	3
ABHD5-PLIN5 inh	-2	6	5	-5	-6	6
MC4R ag barr	1.6	-1.4	-4.2	-0.6	3.8	2.7

Source: PubChem BioAssay
